Screening data from PubChem BioAssay.
NS3 helicase inh: blocks Hepatitis C virus NS3 helicase unwinding. NS3 helicase DNA unwinding, Cy5 molecular beacon fluorescence. inhibition, % at 10.9 µM. 290,000 tested, 0.56% active. AID 1800;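 active means inhibition above the mean of all tested compounds plus 3 SD, set per campaign, cut at about 35% in these data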;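 further: 0% = DMSO wells and 100% = thioflavine S control wells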
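System: HCV NS3 helicase fragment; control set: DMSO and thioflavine S; technique: Cy5 fluorescence at 0 and 60 min, beacon hairpin quenching; reagent: beacon DNA duplex substrate plus ATP; replicates: singlicate; schedule: 1 h reaction at 25 °C, ATP-initiated; medium: MOPS buffer pH 6.5 with MgCl2, DTT, Tween20, BSA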
GalR3 antagonist: blocks the human galanin receptor 3; HEK293 GalR3-CNG cAMP membrane potential fluorescence; galR3 body fused to GalR1 C-terminus; inhibition, % at 3 µM; 360,000 tested, 0.44% active; O60755;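 active means inhibition above the screen-wide average plus 3 SD, cut at about 13% in these data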;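 further: forskolin and galanin both at EC90 stimulate the cells; cAMP rise reported by CNG channel membrane potential dye signal; 0% = forskolin plus galanin with DMSO and 100% = forskolin alone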
Target sequence (O60755 1-299 limits assumed): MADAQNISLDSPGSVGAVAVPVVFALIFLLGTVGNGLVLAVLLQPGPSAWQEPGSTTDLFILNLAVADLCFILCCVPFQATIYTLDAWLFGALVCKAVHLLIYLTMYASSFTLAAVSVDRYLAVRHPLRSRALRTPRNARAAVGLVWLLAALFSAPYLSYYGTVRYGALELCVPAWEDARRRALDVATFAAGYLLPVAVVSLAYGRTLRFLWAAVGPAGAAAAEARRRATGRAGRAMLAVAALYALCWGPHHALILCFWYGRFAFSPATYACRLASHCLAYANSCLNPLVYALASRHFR
MEKK3 PB1 HTS: raises or lowers MEK5 binding to the human MEKK3 PB1 domain; Q99759; bead-based flow cytometry, Alexa488-MEK5 binding to MEKK3; actives lie on both sides; 0 = blocked by unlabeled MEK5, 100 = vehicle; binding response (% of control), % at 10 µM; 290,000 tested, 1.4% active; AID 1529;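 active means binding response more than 3 SD above or below the average of its plate-row segment, actives on both sides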;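 further: Alexa488 bead fluorescence after subtracting the streptavidin-only scavenger bead signal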
Target sequence (Q99759 whole entry, looked up, the tested form may be a part): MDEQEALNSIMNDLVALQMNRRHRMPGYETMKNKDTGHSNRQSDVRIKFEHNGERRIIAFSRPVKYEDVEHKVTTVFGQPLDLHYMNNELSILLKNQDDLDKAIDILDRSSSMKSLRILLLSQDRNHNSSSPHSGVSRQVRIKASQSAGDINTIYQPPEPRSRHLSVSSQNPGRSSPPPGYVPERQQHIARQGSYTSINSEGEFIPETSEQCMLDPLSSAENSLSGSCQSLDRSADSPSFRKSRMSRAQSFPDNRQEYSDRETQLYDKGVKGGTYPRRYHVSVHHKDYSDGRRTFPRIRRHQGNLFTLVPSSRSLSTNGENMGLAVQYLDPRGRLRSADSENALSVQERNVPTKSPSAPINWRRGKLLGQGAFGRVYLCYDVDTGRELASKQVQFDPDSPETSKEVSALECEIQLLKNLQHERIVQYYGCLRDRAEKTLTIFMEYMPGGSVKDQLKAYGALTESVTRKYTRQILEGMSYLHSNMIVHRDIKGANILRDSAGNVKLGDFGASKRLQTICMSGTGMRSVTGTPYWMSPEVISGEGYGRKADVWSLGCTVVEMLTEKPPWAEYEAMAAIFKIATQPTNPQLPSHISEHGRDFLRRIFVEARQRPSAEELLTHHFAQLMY
MEKK2mut PB1 HTS: signal of MEK5 binding to mutant human MEKK2 PB1 domain; percent response, % at 10 µM; bead flow cytometry, Alexa488-MEK5 binding to MEKK2 mutant; 290,000 tested, 0.35% active; in the data active means percent response above about 24%, passing the limit was not always enough; further: inactives centre near 1; some results filed as inactive read as strong as hits
CRFBP-R2 agonist: CRF-BP/CRF-R2 complex agonism; HEK293 CRF-R2/CRF-BP, calcium dye fluorescence (FLIPR); percent of saturating CRF peptide response; 350,000 tested, 0.46% active; activation, % at 13.2 µM;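 active means activation of at least 50%, plus an integration ratio under a set limit after plate pattern correction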;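 further: plate controls were neutral control wells without compound for no effect and CRF at EC100 for full effect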
CRFBP-R2 block: blocks CRF-induced signaling of the CRF-BP/CRF-R2 complex | HEK293 CRF-R2/CRF-BP, CRF-induced calcium fluorescence | inhibition, % at 11.8 µM | 350,000 tested, 0.59% active | AID 588475;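 active means inhibition of the ligand-induced calcium signal above about 50% at the single tested concentration, limit read from the data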
MEKK2 WT-MEK5: raises or lowers MEK5 binding to wildtype human MEKK2 PB1 domain | Q9Y2U5 | bead flow cytometry, Alexa488-MEK5 binding to MEKK2 WT; actives lie on both sides | binding response (% of control), % at 10 µM | 290,000 tested, 1.1% active | AID 1531; in the data active means binding response below about 67% or above about 130%
UBC9 SUMO inh: inhibitors of human SUMOylation (UBC9); HTRF SUMOylation assay, SAE1/SAE2 + UBC9, in vitro; inhibition, % at 35 µM; 290,000 tested, 0.36% active; in the data active means inhibition above about 50%, passing the limit was not always enough; further: strong numbers were not always called active
FID counter: counter-screen for HCV NS3 helicase inhibitors: DNA intercalator displacement; DNA fluorescent intercalator displacement, fluorescence; inhibition, % at 7.9 µM; 290,000 tested, 0.17% active; AID 1845; in the data active means inhibition above about 37%;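 further: 0% = vehicle and 100% = reference compound; higher means more ethidium bromide displaced from hairpin DNA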
Numbers without * were called inactive; . = not tested or not shown; [ ] = remark or other dose.

SMILES	NS3 helicase inh	GalR3 antagonist	MEKK3 PB1 HTS	MEKK2mut PB1 HTS	CRFBP-R2 agonist	CRFBP-R2 block	MEKK2 WT-MEK5	UBC9 SUMO inh	FID counter
O=C(Nc1nnc(C2CC2)s1)c1ccc(Cl)c(S(=O)(=O)N2CCc3ccccc3C2)c1	6	-1	102	4	1.1	-4	101	4	-5
O=C(NC1CCCCC1)C1CCCN(S(=O)(=O)c2cnc[nH]2)C1 (stereo unspecified)	-3	-1	106	4	-0.5	-6	110	2	-1
COc1ccc(Oc2ccc3c(C(F)(F)F)cc(C(F)(F)F)nc3n2)cc1	2	-2	93	-7	6.2	14	88	-30	-3
Cc1nc2ccc(NC(=O)c3ccc(=O)[nH]c3)cc2s1	-2	-8	97	-4	1.1	-9	100	14	1
COc1cccc(/C=N/NC(=O)c2oc3nc(-c4ccccc4)cc(-c4ccco4)c3c2N)c1	39*	-6	112	14	5.2	-13	96	40	-19
COc1ccccc1CNC(=O)C(C)Sc1ccc(C)cc1 (stereo unspecified)	-7	12	107	2	-1.9	-9	105	-1	-17
CCCN1C2=C(C(=O)CC(C)(C)C2)C(c2ccc(F)cc2)C2=C1c1ccccc1C2=O (stereo unspecified)	1	-1	105	4	1.1	37	101	5	1
CCOC(=O)CC1Sc2ccccc2NC1=O (stereo unspecified)	5	.	109	4	2.5	1	114	-13	1
CC1C2=C(CC(C)(C)CC2=O)NC2=C1C(=O)CC(C)(C)C2	-1	-4	94	-8	68*	-85	94	20	-3
CCOc1ccccc1C(=O)NC(C)c1ccc2c(c1)OCO2 (stereo unspecified)	4	-4	94	-3	0.5	5	89	11	-18
O=[N+]([O-])c1ccc(F)c(N=Cc2ccc(Br)s2)c1	1	-2	93	-2	-1.0	1	92	5	0
COC(=O)CC1(C(=O)OC)Oc2ccc(Br)cc2C(=O)N1c1cccc(Cl)c1Cl (stereo unspecified)	-17	-6	90	-24	8.3	-22	86	23	-37
COc1ccc(/C=C(\C#N)C(=O)OCC(=O)Nc2ccc(C(C)(C)C)cc2)cc1	2	-9	91	-2	0.3	-11	90	-2	-6
COc1ccc2cc(/C(C)=N/NC(=S)Nc3cc(S(=O)(=O)N4CCOCC4)ccc3N3CCOCC3)ccc2c1	4	.	94	-5	.	.	87	21	-27
COc1ccccc1Oc1ccc(-c2cnc3ccccc3n2)cc1[N+](=O)[O-]	8	-7	106	-1	7.8	-17	106	-3	4
COc1cc(OC)c(NC(=S)NCc2ccc(F)cc2)cc1Cl	-3	-1	102	0	0.2	-11	106	5	0
Cc1ccc(CN2CC34C=CC(O3)C(C(=O)NCc3ccco3)C4C2=O)cc1 (stereo unspecified)	1	-3	107	0	0.9	-15	98	-22	-9
CCCNC(=O)c1ccccc1NC(=O)COc1ccc(OC)cc1	20	-4	114	7	-1.6	15	110	8	-6
Cc1nn2c(N3CCCC3)c3c(nc2c1-c1ccccc1)CCC3	-3	-3	37*[inhibitor]	-13	-0.1	27	30*[inhibitor]	34	-4
CCOC(=O)C(=O)/C(=C\N(C)C)c1onc(-c2ccccc2Cl)c1C(=O)OC	8	3	101	-2	-1.1	3	99	1	-17
CC(C)NS(=O)(=O)c1cccc2nsnc12	-7	14*	101	1	-1.1	20	103	-18	1
CC1CCN(CCCCOc2ccc(Cl)cc2)CC1	-29	.	102	3	-1.8	5	104	9	2
Cc1c(Br)c([N+](=O)[O-])nn1CC(=O)NCc1ccccc1	5	-7	108	2	-7.2	26	109	0	5
COC1CCN(C(=O)c2ccc(OC3CCN(CCc4ccccc4)CC3)cc2)CC1	3	-4	101	-2	-1.2	2	99	12	5
O=[N+]([O-])c1ccc(N2CCCC2)cc1NC1CC1	-43	3	106	5	-2.0	15	106	-16	4
Cc1cccc(C(=O)NC(=S)N2CCN(C)CC2)c1	14	-12	113	7	-1.0	22	106	8	-1
Cc1ccc(NCC(O)C(O)C(O)CO)c(N=Nc2ccccc2)c1C (stereo unspecified)	-28	2	98	-6	-1.5	0	101	-23	4
COC(=O)C1=C(Nc2ccccc2NC(=O)c2ccccc2C(=O)O)CSC1	6	-3	99	-1	1.5	15	94	20	-1
O=C(Nc1ccc(N2CCOCC2)cc1N1CCOCC1)c1ccco1	12	-4	100	0	-1.8	-3	103	16	-19
CCc1cc2cc(C)cc(C)c2nc1SCC(=O)N1CCCC1	8	2	116	2	-0.3	23	102	16	-13

Part of the list above, with bars between the fields:
compound | NS3 helicase inh | GalR3 antagonist | MEKK3 PB1 HTS | MEKK2mut PB1 HTS | CRFBP-R2 agonist | CRFBP-R2 block | MEKK2 WT-MEK5 | UBC9 SUMO inh | FID counter
Cc1nn2c(N3CCCC3)c3c(nc2c1-c1ccccc1)CCC3 | -3 | -3 | 37*[inhibitor] | -13 | -0.1 | 27 | 30*[inhibitor] | 34 | -4
CCOC(=O)C(=O)/C(=C\N(C)C)c1onc(-c2ccccc2Cl)c1C(=O)OC | 8 | 3 | 101 | -2 | -1.1 | 3 | 99 | 1 | -17
CC(C)NS(=O)(=O)c1cccc2nsnc12 | -7 | 14* | 101 | 1 | -1.1 | 20 | 103 | -18 | 1
CC1CCN(CCCCOc2ccc(Cl)cc2)CC1 | -29 | . | 102 | 3 | -1.8 | 5 | 104 | 9 | 2
Cc1c(Br)c([N+](=O)[O-])nn1CC(=O)NCc1ccccc1 | 5 | -7 | 108 | 2 | -7.2 | 26 | 109 | 0 | 5
COC1CCN(C(=O)c2ccc(OC3CCN(CCc4ccccc4)CC3)cc2)CC1 | 3 | -4 | 101 | -2 | -1.2 | 2 | 99 | 12 | 5
O=[N+]([O-])c1ccc(N2CCCC2)cc1NC1CC1 | -43 | 3 | 106 | 5 | -2.0 | 15 | 106 | -16 | 4

(listing goes on)
SMILES	NS3 helicase inh	GalR3 antagonist	MEKK3 PB1 HTS	MEKK2mut PB1 HTS	CRFBP-R2 agonist	CRFBP-R2 block	MEKK2 WT-MEK5	UBC9 SUMO inh	FID counter
O=C1Nc2ccccc2C1(O)c1ccccc1 (stereo unspecified)	26	-2	107	4	0.0	2	101	10	-4
CCOc1ccc(-n2cc(C(=O)Nc3cccc(OC)c3)c3cc(OC)c(OC)cc3c2=O)cc1	-11	-2	110	4	0.3	11	109	-19	-21
Cc1ccc(-c2cc(C(=O)O)n[nH]2)o1	-1	-5	97	-1	0.0	22	96	5	3
OCCCNCc1ccc(N(c2ccccc2)c2ccccc2)cc1	-55	-13	105	33*	1.5	-15	141*	8	15
O=C(c1ccccc1Sc1c(Cl)cccc1[N+](=O)[O-])N1CCOCC1	6	-5	109	3	4.6	-13	107	5	-7
COc1cc(C)c(S(=O)(=O)N2CCOCC2)c(C)c1C	-7	-4	97	-3	-1.7	-19	92	14	-1
Cc1ccc(S(=O)(=O)N2CC=C(C(=O)NCc3ccccc3)CC2)cc1	2	-1	111	5	-0.1	4	107	0	-19
Cc1c(C)c2ccc(OC(C)C(=O)NCCN3CCOCC3)c(C)c2oc1=O (stereo unspecified)	4	2	97	1	-1.7	-3	102	0	2
CC(=O)NCCOc1nc(N(C)C)nc(N2CCOCC2)n1	-11	-6	102	11	1.5	3	107	29	-4
O=C(N/N=C/c1cccnc1)c1cccs1	-24	0	130*	28	7.9	1	121	23	-6
C#CCOCCOCCOCCNc1nc(N2CCN(C(=O)[C@H](Cc3ccc(O)cc3)n3cc([C@@H](N)C(C)CC)nn3)CC2)nc(N2CCN(C(=O)[C@H](CCCCN)n3cc([C@@H](N)CC(C)C)nn3)CC2)n1 (stereo partly specified)	-77	.	101	19	.	.	137	18	43*
CCN(CC(=O)Nc1cc(C)c(Cl)cc1OC)CC(=O)NC1CCS(=O)(=O)C1 (stereo unspecified)	4	-4	108	-1	-1.7	2	106	-15	-10
Cc1csc(NC(=O)c2cc(-c3ccco3)nc3ccccc23)n1	26	3	103	12	-1.1	15	105	27	-17
Cc1cccc(N2CCN(CCCNC(=O)C3CCCN(c4ncnc5c4nc4n5CCCCC4)C3)CC2C)c1 (stereo unspecified)	-81	-7	99	-5	-2.7	-4	107	-2	27
Cn1c(C(=O)N2CCN(Cc3ccc4c(c3)OCO4)CC2)cc2c(=O)n(C)c3ccccc3c21	5	3	99	4	-0.5	16	101	9	-14
CC1CCN(C(=O)C(Cc2ccccc2)n2cccc2)CC1 (stereo unspecified)	-1	.	105	9	-2.2	-8	109	19	-4
CC(C)Nc1oc(-c2cccc3ccccc23)nc1C#N	-1	-8	108	-1	1.6	12	111	15	-7
COc1cc(-c2cc(-c3ccc(O)cc3)nc(N)c2C#N)ccc1O	2	11	102	-4	-0.8	31	97	1	-5
CCCNc1nc(C)cc(-c2cc(-c3ccccc3)on2)n1	.	-2	82	8	0.4	3	84	18	.
N=c1c(S(=O)(=O)c2ccc(Br)cc2)cc2c(=O)n3ccccc3nc2n1C1CCCC1	-1	-2	101	-6	7.7	-21	99	6	3
COc1ccc(Cl)cc1Nc1nc(-c2sc(NC(=O)c3ccco3)nc2C)cs1	10	-3	106	1	0.6	-6	110	-24	6
Cc1cc(Br)cc(Br)c1OCC(=O)NNC(=O)CCC(=O)NCc1ccccc1	-1	8	104	4	1.1	2	102	1	-11
Cc1cc(C)c2cc3c(N)c(C(=O)N4CCOCC4)sc3nc2c1	5	1	104	5	-9.2	-30	100	21	-6
c1ccc(C2=Nn3c(nnc3-c3cccnc3)SC2)cc1	-4	-7	101	0	-1.8	4	102	6	-8
CCC(=O)c1ccc(OCCSc2ncccn2)cc1	3	-4	108	4	0.2	41	116	-4	-18
COc1ccc(C(=O)Oc2ccc3c(C)cc(=O)oc3c2C(C)=O)cc1	11	-2	85	1	0.0	-3	101	5	7
CCC(CC)=NNc1ccc(S(N)(=O)=O)cc1[N+](=O)[O-]	-1	-1	90	-13	-0.7	9	93	-5	1
C=CCNC(=O)c1ccccc1NC(=O)COc1ccccc1	-6	-6	95	-11	0.1	-4	94	16	-7

Part of the list above, limited to MEKK2 WT-MEK5, UBC9 SUMO inh and FID counter:
SMILES	MEKK2 WT-MEK5	UBC9 SUMO inh	FID counter
COc1cc(-c2cc(-c3ccc(O)cc3)nc(N)c2C#N)ccc1O	97	1	-5
CC(C)Nc1oc(-c2cccc3ccccc23)nc1C#N	111	15	-7

Not all compounds are listed; count on the stated rates, not on these rows.
